# Source: PubChem BioAssay
# Pax4 mRNA alpha TC1 – activators of Pax4 gene expression, primary screen, RT-PCR, mouse alpha TC1 cells, single point (AID 1053180). activation, % at 10 µM. mouse alpha TC1 cells, Pax4 mRNA qPCR, 6 days; stronger effect = higher value; 100% = Pax4 plasmid added at qPCR. 0.2% of 9,600 active;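 active = highest normalized replicate activity of 15 or more, or at least half the replicates reach 15 or more; inactive = neither condition met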;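 also: pax4 Ct normalized to GAPDH with activation seen as lower delta delta Ct; plate controls were plate neutral control wells for no effect and Pax4 plasmid positive control for full effect; each compound tested in two replicate wells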
# YAP1 CTGF inhibition – YAP1 pathway inhibitors via CTGF transcript, primary screen, DLD1 colon cancer cells, RT-qPCR, single point (AID 743449). DLD1 CTGF mRNA qPCR, 24 h; stronger effect = higher value. inhibition, % at 12.5 µM. 0.9% of 9,900 active;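 active = mean normalized replicate activity at least 50 and at least half of replicates each reaching 50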;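 also: 0% = neutral control wells and 100% = dasatinib control wells; higher means stronger suppression of CTGF expression like dasatinib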
# Numbers without * were called inactive; i = inactive. This is a subset; the hit share may differ from the screen's.
[1] CCCNC(=O)N1CC(=O)N2[C@H](CO)[C@H](c3ccc(C#Cc4cccc(OC)c4)cc3)[C@@H]2C1
[2] CN(C)CC(=O)N1[C@@H]2c3ccc(C4=CCCCC4)c(=O)n3C[C@@H]2[C@@H](CO)[C@@H]1C(=O)Nc1nccs1
[3] COc1ccc2c3c(n(C)c2c1)[C@H](CO)N(C(=O)CC1CC1)CC31CN(Cc2ccncc2)C1
[4] Cc1noc(C)c1S(=O)(=O)Nc1ccc2c(c1)CC(=O)N([C@H](C)CO)C[C@H](C)[C@H](CN(C)Cc1ccc(Oc3ccccc3)cc1)O2
[5] CN1C(=O)c2cc(NC(=O)c3cccc(Cl)c3)ccc2OC[C@H]2O[C@H](CC(=O)NC3CCCCC3)CC[C@@H]21
[6] O=C(C[C@@H]1C=C[C@H](NC(=O)c2cnccn2)[C@H](CO)O1)NCc1ccccc1F
[7] CCCNC(=O)N1CCC2(CC1)CN(C(=O)CC1CC1)[C@H](CO)c1c2c2ccc(OC)cc2n1C
[8] O=C(C1CCOCC1)N1CC(=O)N2[C@H](C1)[C@H](c1ccc(C#CCc3ccccc3)cc1)[C@@H]2CO
[9] COc1ccc2c3c([nH]c2c1)[C@@H](CO)N(C(=O)Nc1c(C)noc1C)CC31CN(CC2CCOCC2)C1
[10] O=C(N[C@@H]1CC[C@H](CCNS(=O)(=O)c2ccc(F)cc2)O[C@@H]1CO)C1CCC1
Compound,1,2,3,4,5,6,7,8,9,10
Pax4 mRNA alpha TC1,0.0,0.0,0.0,0.0,0.0,0.0,0.0,0.0,0.0,0.0
YAP1 CTGF inhibition,-6,9,-15,22,11,8,18,-61,-2,-12

# Compounds from the list above that have a carbonyl joined to an NH by a bond outside any ring:
[1] CCCNC(=O)N1CC(=O)N2[C@H](CO)[C@H](c3ccc(C#Cc4cccc(OC)c4)cc3)[C@@H]2C1
[2] CN(C)CC(=O)N1[C@@H]2c3ccc(C4=CCCCC4)c(=O)n3C[C@@H]2[C@@H](CO)[C@@H]1C(=O)Nc1nccs1
[5] CN1C(=O)c2cc(NC(=O)c3cccc(Cl)c3)ccc2OC[C@H]2O[C@H](CC(=O)NC3CCCCC3)CC[C@@H]21
[6] O=C(C[C@@H]1C=C[C@H](NC(=O)c2cnccn2)[C@H](CO)O1)NCc1ccccc1F
[7] CCCNC(=O)N1CCC2(CC1)CN(C(=O)CC1CC1)[C@H](CO)c1c2c2ccc(OC)cc2n1C
[9] COc1ccc2c3c([nH]c2c1)[C@@H](CO)N(C(=O)Nc1c(C)noc1C)CC31CN(CC2CCOCC2)C1
[10] O=C(N[C@@H]1CC[C@H](CCNS(=O)(=O)c2ccc(F)cc2)O[C@@H]1CO)C1CCC1
Compound,1,2,5,6,7,9,10
Pax4 mRNA alpha TC1,0.0,0.0,0.0,0.0,0.0,0.0,0.0
YAP1 CTGF inhibition,-6,9,11,8,18,-2,-12

# Later entries.
[11] C[C@@H]1CCCCO[C@H](CN(C)C(=O)Nc2ccc3c(c2)OCO3)[C@@H](C)CN([C@@H](C)CO)C(=O)c2cc(NS(=O)(=O)c3ccc(F)cc3)ccc2O1
[12] CN(C)C(=O)C[C@@H]1CC[C@H]2[C@H](COc3ccc(NC(=O)C4CCCCC4)cc3C(=O)N2C)O1
[13] C/C=C/c1ccc([C@H]2[C@@H](CO)N(CC3CCCC3)[C@H]2CNS(C)(=O)=O)cc1
[14] CC(C)CC#Cc1ccc([C@H]2[C@@H](CO)N3C(=O)CN(C(=O)Nc4cc(F)ccc4F)C[C@@H]23)cc1
[15] C[C@H](NC(=O)C[C@@H]1CC[C@H]2[C@@H](COC[C@@H](O)CN2Cc2ccc(C(F)(F)F)cc2)O1)c1ccccc1
[16] COc1ccccc1-c1ccc2c(c1)[C@H]1[C@H](CCN1Cc1ccccc1F)[C@@H](CO)N2
[17] O=C(O)C[C@@H]1C[C@@H]2c3cc(NC(=O)Nc4ccc(C(F)(F)F)cc4)ccc3O[C@@H]2[C@H](CO)O1
[18] O=C(O)[C@H]1[C@H](CO)[C@H]2Cn3c(ccc(C4=CCCCC4)c3=O)[C@H]2N1Cc1ccc2c(c1)OCO2
[19] CCCC#Cc1ccc([C@@H]2[C@@H](CO)N3C(=O)CN(C(=O)Nc4cccc(F)c4)C[C@H]23)cc1
[20] CNC[C@H]1OCc2cnnn2CCCC(=O)N([C@@H](C)CO)C[C@@H]1C
Compound,11,12,13,14,15,16,17,18,19,20
Pax4 mRNA alpha TC1,0.0,0.0,0.0,0.0,0.0,0.0,0.0,0.0,0.0,0.0
YAP1 CTGF inhibition,-4,-1,-13,-17,5,-39,-8,-25,26,-43

[21] N#C[C@@H]1N[C@@H](CO)[C@H]1c1ccc(C#Cc2ccccc2F)cc1
[22] COCC(=O)Nc1ccc2c(c1)C(=O)N(C)[C@@H]1CC[C@@H](CC(=O)N3CCc4ccccc4C3)O[C@@H]1CO2
[23] Cc1noc(C)c1NC(=O)N1C[C@H](O)COC[C@H]2O[C@H](CC(=O)N[C@@H]3CCN(Cc4ccccc4)C3)CC[C@@H]21
[24] CN(C[C@H]1N[C@@H](CO)[C@@H]1c1ccc(C2=CCCC2)cc1)C(=O)c1cccc(F)c1
[25] CC(C)NC(=O)Nc1ccc2c(c1)C(=O)N([C@@H](C)CO)C[C@@H](C)[C@@H](CN(C)C(=O)C1CCCCC1)OCCCC[C@@H](C)O2
[26] O=C(N[C@H]1CC[C@H](CCn2cc(-c3ccccc3F)nn2)O[C@H]1CO)c1ccc2c(c1)OCO2
[27] CC(C)CC#Cc1ccc([C@H]2[C@H](CO)N3C(=O)CN(S(=O)(=O)c4cccc(F)c4)C[C@@H]23)cc1
[28] C/C=C/c1ccc([C@@H]2[C@@H](CNC(=O)CC3CC3)N(C(=O)CC)[C@H]2CO)cc1
[29] O=C(c1cccnc1)N1CC(=O)N2[C@@H](CO)[C@H](c3ccc(-c4ccccc4F)cc3)[C@@H]2C1
[30] Cc1noc(C)c1S(=O)(=O)N(C)C[C@H]1OCc2ccccc2-c2c(n(C)c3ccccc23)C(=O)N([C@H](C)CO)C[C@H]1C
Compound,21,22,23,24,25,26,27,28,29,30
Pax4 mRNA alpha TC1,0.0,0.0,0.0,0.1,0.0,0.0,0.0,0.0,0.0,0.0
YAP1 CTGF inhibition,-29,-28,20,i,-13,7,9,22,14,19

[31] N#C[C@H]1[C@@H](c2ccccc2-c2cccc(F)c2)[C@H](CO)N1C(=O)CN1CCOCC1
[32] CO[C@@H]1CN(C)C(=O)c2cc(NC(=O)Cc3ccccc3)ccc2OC[C@H](C)N(C(=O)c2ccccc2F)C[C@H]1C
[33] Cc1cccc(-c2ccc([C@@H]3[C@@H](CO)N4CCCCN(S(=O)(=O)c5ccccc5F)C[C@H]34)cc2)c1
[34] O=C(C[C@@H]1C[C@H]2c3cc(NC(=O)CC4CC4)ccc3O[C@H]2[C@H](CO)O1)NCC1CC1
[35] O=C(Nc1ccccc1F)N[C@@H]1CC[C@@H](CCNC(=O)C2CC2)O[C@H]1CO
[36] O=C(c1ccncc1)N1C[C@H]2[C@@H](c3ccccc31)[C@H](CO)N2C(=O)CN1CCOCC1
[37] C[C@H]1CN([C@@H](C)CO)C(=O)Cc2cc(NS(=O)(=O)c3cccs3)ccc2O[C@@H]1CN(C)CC1CCCCC1
[38] COc1cccc(S(=O)(=O)Nc2ccc3c(c2)C(=O)N(C)C[C@@H](OC)[C@@H](C)CN(Cc2ccccc2F)[C@@H](C)CO3)c1
[39] C[C@H](CO)N1C[C@H](C)[C@@H](CN(C)Cc2ccncc2)Oc2ccc(NS(=O)(=O)c3ccc(F)cc3)cc2CC1=O
[40] O=C(C[C@@H]1C=C[C@H](NC(=O)C2CCC2)[C@H](CO)O1)NC1CCCCC1
Compound,31,32,33,34,35,36,37,38,39,40
Pax4 mRNA alpha TC1,0.0,0.0,0.0,0.0,0.0,0.0,0.0,0.2,0.0,0.0
YAP1 CTGF inhibition,20,-8,16,-3,-14,-3,-11,11,-34,15

# Random excerpt: 4 compounds from above, in no set order.
[39] C[C@H](CO)N1C[C@H](C)[C@@H](CN(C)Cc2ccncc2)Oc2ccc(NS(=O)(=O)c3ccc(F)cc3)cc2CC1=O
[32] CO[C@@H]1CN(C)C(=O)c2cc(NC(=O)Cc3ccccc3)ccc2OC[C@H](C)N(C(=O)c2ccccc2F)C[C@H]1C
[38] COc1cccc(S(=O)(=O)Nc2ccc3c(c2)C(=O)N(C)C[C@@H](OC)[C@@H](C)CN(Cc2ccccc2F)[C@@H](C)CO3)c1
[40] O=C(C[C@@H]1C=C[C@H](NC(=O)C2CCC2)[C@H](CO)O1)NC1CCCCC1
Compound,39,32,38,40
Pax4 mRNA alpha TC1,0.0,0.0,0.2,0.0
YAP1 CTGF inhibition,-34,-8,11,15

# Additional entries:
[41] O=C(Nc1ccc(-c2ccccc2)cc1)[C@H]1[C@H](CO)[C@H]2Cn3c(cccc3=O)[C@H]2N1CC1CCOCC1
[42] CNC[C@H]1Oc2ccc(N)cc2CC(=O)N([C@@H](C)CO)C[C@H]1C
[43] O=C(Nc1ccccc1F)N1CCCCN2[C@H](C1)[C@@H](c1ccc(/C=C/c3ccccc3)cc1)[C@@H]2CO
[44] O=C(C[C@@H]1C=C[C@H](NC(=O)Nc2cccc(F)c2)[C@@H](CO)O1)NCC1CCCCC1
[45] COc1cccc(NC(=O)N[C@H]2CC[C@@H](CC(=O)N3CCN(C)CC3)O[C@@H]2CO)c1
[46] C/C=C/c1ccccc1[C@@H]1[C@@H](C#N)N(C(C)=O)[C@H]1CO
[47] Cc1ccc(S(=O)(=O)N2C[C@@H]3[C@H](c4ccccc42)[C@@H](CO)N3Cc2cccnc2)cc1
[48] CN(C)c1ccc2c(c1)[C@H]1C[C@@H](CC(=O)NCc3ccccn3)O[C@@H](CO)[C@H]1O2
[49] CN(C)CC(=O)N[C@@H]1C=C[C@H](CC(=O)NCc2ccc(Cl)cc2)O[C@H]1CO
[50] COc1ccc([C@@H]2C/C=C\C[C@H](C(C)C)NC(=O)CCC(=O)N2)c(OC)c1
Compound,41,42,43,44,45,46,47,48,49,50
Pax4 mRNA alpha TC1,0.0,0.0,0.2,0.0,0.0,0.0,0.0,0.0,0.0,0.6
YAP1 CTGF inhibition,14,6,5,-7,-7,-33,16,-40,-41,6

[51] COc1ccccc1C(=O)Nc1ccc2c(c1)C(=O)N(C)C[C@H](OC)[C@H](C)CN(C(C)=O)[C@@H](C)CO2
[52] N#C[C@H]1[C@@H](c2ccccc2-c2cccc(F)c2)[C@H](CO)N1C(=O)c1cccnc1
[53] Cc1noc(C)c1NC(=O)Nc1ccc2c(c1)C(=O)N([C@H](C)CO)C[C@@H](C)[C@@H](CN(C)Cc1ccc3c(c1)OCO3)OCCCC[C@H](C)O2
[54] O=C(CC(F)(F)F)N1C[C@@H]2[C@H](c3ccccc31)[C@H](CO)N2C(=O)c1ccncc1
[55] C[C@H]1CC=CC[C@@H](c2ccc(F)cc2)NC(=O)[C@H](Cc2ccccc2)N(C)C(=O)c2ccccc2O1 (mixture of isomers)
[56] O=C(Nc1cccc(Cl)c1)N[C@H]1CC[C@H](CCn2cc(Cc3ccccc3)nn2)O[C@@H]1CO
[57] CNC[C@@H]1Oc2c(N)cccc2C(=O)N([C@@H](C)CO)C[C@@H]1C
[58] C[C@@H]1CN([C@H](C)CO)C(=O)c2cc(NC(=O)Nc3cccc4ccccc34)ccc2O[C@@H](C)CCCCO[C@H]1CN(C)Cc1ccc(C(F)(F)F)cc1
[59] CN1[C@@H]2CN(C(=O)Nc3cc(F)ccc3F)c3ccccc3[C@@H]2[C@@H]1CO
[60] COc1ccc(CNC(=O)C[C@@H]2C=C[C@H](NC(=O)c3cccc(F)c3)[C@@H](CO)O2)cc1
Compound,51,52,53,54,55,56,57,58,59,60
Pax4 mRNA alpha TC1,0.0,0.0,0.0,0.0,1.0,0.0,0.0,0.0,0.0,0.0
YAP1 CTGF inhibition,-7,14,3,-11,64*,33,7,-14,-5,29

[61] O=C(C[C@@H]1CC[C@@H]2[C@H](COC[C@@H](O)CN2CC2CCOCC2)O1)NCc1ccc(Cl)cc1
[62] CN1c2ccc(-c3ccc(F)cc3)cc2[C@H]2[C@H](CCN2C(=O)Cc2cccnc2)[C@H]1CO
[63] CCS(=O)(=O)N1CC(=O)N2[C@H](CO)[C@@H](c3ccc(C4=CCCCC4)cc3)[C@@H]2C1
[64] C[C@@H]1CN([C@@H](C)CO)C(=O)Cc2cc(NC(=O)CCC(F)(F)F)ccc2O[C@@H]1CN(C)CC1CC1
[65] O=C(C[C@@H]1C=C[C@@H](NC(=O)c2cnccn2)[C@H](CO)O1)NCc1ccccc1F
[66] C[C@@H]1CN([C@H](C)CO)C(=O)c2cc(/C=C/c3ccccc3)cnc2O[C@H]1CN(C)S(=O)(=O)c1ccccc1F
Compound,61,62,63,64,65,66
Pax4 mRNA alpha TC1,0.0,0.0,0.0,0.0,0.0,0.1
YAP1 CTGF inhibition,4,-18,1,7,-4,17
